# Compound activity: PubChem, several laboratories
# Vc quorum ag = inducers of Vibrio cholerae quorum light production without autoinducers; V. cholerae BH1578 lux reporter, luminescence, 6 h; activation, % at 18.7 µM; actives 0.16% (n = 350,000); AID 588436; in the data active = activation mostly above about 9.7%, no sharp cut-off; inconclusive = no clear call, values can overlap the other calls; inactive = mostly below about 3.7%; note: not every result past the cut was called active; inactives centre near 0; reference of the scale not given here
# TcdB inh = TcdB glycohydrolase inhibition. AID 652162. actives 0.24% (n = 350,000). inhibition, % at 9.99 µM. TcdB glycohydrolase enzymatic assay, plate reader. P18177; in the data active = inhibition above about 10%
# PriA SSB inh = blocks PriA binding to SSB C-terminal tail; AlphaScreen SSBct-PriA binding, biotinylated peptide; inhibition, % at 33 µM; actives 0.6% (n = 430,000); AID 1272365; in the data active = inhibition mostly above about 37%, no sharp cut-off; inactive = mostly below about 20%;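 note: plate controls were negative control peptide for no effect and reference peptide for full effect; strong numbers were not always called active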
# PrPC surface inh = reduces human prion protein on the cell surface. cell surface PrPC, TR-FRET read-out. AID 720596. actives 0.43% (n = 370,000). P04156. inhibition, % at 13.8 µM; in the data active = inhibition above about 24%; note: 0% = median of the test wells and 100% = reference compound wells
# Yp Topo-I inh = inhibitors of Yersinia pestis topoisomerase I | Y. pestis Topo-I cleavage product accumulation, plate reader | activity, % at 10 µM | actives 0.064% (n = 360,000); in the data active = activity above about 50%, passing the limit was not always enough; inconclusive = no clear call, values can overlap the other calls; note: inactives centre near 2
# Anthrax LF inh2 = anthrax lethal factor protease inhibition. actives 0.12% (n = 360,000). AID 588501. inhibition, % at 10 µM. multiplex microsphere protease cleavage assay, LF; note: plate controls were buffer without enzyme for full effect and enzyme alone for no effect
# Target sequence (P15917 whole entry, looked up): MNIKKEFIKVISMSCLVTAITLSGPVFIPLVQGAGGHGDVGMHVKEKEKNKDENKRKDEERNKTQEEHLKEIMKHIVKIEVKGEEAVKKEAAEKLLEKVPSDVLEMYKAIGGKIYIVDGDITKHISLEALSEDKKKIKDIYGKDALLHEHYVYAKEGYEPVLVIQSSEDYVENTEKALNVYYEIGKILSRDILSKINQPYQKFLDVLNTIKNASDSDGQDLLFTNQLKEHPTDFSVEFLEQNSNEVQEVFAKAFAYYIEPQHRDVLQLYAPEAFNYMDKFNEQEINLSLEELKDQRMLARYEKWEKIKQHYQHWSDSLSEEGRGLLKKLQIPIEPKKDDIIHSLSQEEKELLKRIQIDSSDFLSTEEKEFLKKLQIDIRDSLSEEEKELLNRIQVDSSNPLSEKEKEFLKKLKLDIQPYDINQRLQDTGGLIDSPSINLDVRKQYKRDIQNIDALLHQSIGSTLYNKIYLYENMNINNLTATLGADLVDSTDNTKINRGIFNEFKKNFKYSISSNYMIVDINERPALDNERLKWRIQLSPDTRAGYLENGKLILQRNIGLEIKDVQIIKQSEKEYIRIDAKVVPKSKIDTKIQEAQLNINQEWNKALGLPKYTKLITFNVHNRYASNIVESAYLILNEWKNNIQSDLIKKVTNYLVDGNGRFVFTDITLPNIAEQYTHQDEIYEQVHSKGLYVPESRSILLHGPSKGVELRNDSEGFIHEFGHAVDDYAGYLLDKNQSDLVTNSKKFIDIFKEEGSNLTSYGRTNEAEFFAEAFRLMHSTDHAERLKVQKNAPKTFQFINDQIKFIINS
# BoNT-A LC inh2 = blocks Botulinum neurotoxin A light chain protease. multiplex microsphere protease substrate cleavage, flow cytometry. inhibition, % at 10 µM. actives 0.17% (n = 360,000). AID 588499; note: plate controls were buffer without enzyme for full effect and enzyme alone for no effect
# 3CLpro inhibitor = SARS-CoV 3CLpro protease inhibition. P0C6X7. recombinant SARS-CoV 3CLpro, quenched FRET peptide cleavage. inhibition, % at 6 µM. actives 0.14% (n = 290,000); in the data active = inhibition above about 12%
# PfHsp40 yeast = compounds rescuing yeast from Plasmodium falciparum HSP40 toxicity | actives 0.68% (n = 340,000) | S. cerevisiae expressing PfHsp40, growth rescue, ATP luminescence | AID 504582 | growth rescue, % at 12.5 µM; in the data active = growth rescue above about 28%, passing the limit was not always enough; inconclusive = no clear call, values can overlap the other calls;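 note: yeast W303a lacking pdr1 and pdr3 grown in galactose medium; growth measured after three days at 30 °C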
# * = called active by the depositor; i = inactive; ? = inconclusive; . = not tested or not shown; & = joins results of further samples. Cut-off read from the data, not from the text of the source, unless noted: active = inhibition above about 30%; inconclusive = no clear call, values can overlap the other calls; inactive = below that. This is a subset; rates above refer to the full screens.
# Order of results: Vc quorum ag, TcdB inh, PriA SSB inh, PrPC surface inh, Yp Topo-I inh, Anthrax LF inh2, BoNT-A LC inh2, 3CLpro inhibitor, PfHsp40 yeast
CCCn1c(=O)c2ccccc2n2c(SC(C)C(N)=O)nnc12 (stereo not given)
    -0.5, -0.3, -14, 20, -3, 12, -1.4, -4, -1.2
O=S(=O)(NC1=NCCC1)c1cccc(NC(=S)NCCc2ccccc2)c1
    i, ., 11, 5, 8, 1, -0.1, 1, -1.0
O=C(CCC(=O)N1CCN(c2ccc(F)cc2)CC1)c1ccc(Cl)cc1
    -0.9, 1.1, 4, 10, 20, -1, 1.3, 1, -1.1
CCOCCCNC(=O)CN1C(=O)COc2ccc(S(=O)(=O)N3CCOCC3)cc21
    -1.8, 1.9, -9, 6, 0, -6, -1.4, 0, 0.3
CN(Cc1ccccc1)C(=O)Nc1c(Cl)cccc1Cl
    ., 0.1, ., -3, ., -3, 0.6, ., .
Cc1ccc(Nc2cc(C)nc3ccc(C)cc23)cc1
    i, 2.4, 1, -6, -4, -6, -3.4, -2, 0.4
CC(=O)Nc1ccc(CN2CCCC(C(=O)c3ccc(C(F)(F)F)cc3)C2)cc1 (stereo not given)
    -0.3, 1.4, 2, -2, -1, -5, -0.9, 4, -0.6
CCOC(=O)C1CCN(Cc2nnc(-c3cccc(Br)c3)o2)CC1
    -0.8, 0.8, -12, -6, 4, -9, -1.5, -3, 0.6
Cc1cccc(N2CCN(C(=O)c3ccc4nc(-c5ccco5)c(-c5ccco5)nc4c3)CC2C)c1 (stereo not given)
    1.2, ., 12, -13, 4, -4, 5.1, -1, 3.2
CNC(=O)CN(c1cc(C)ccc1C)S(C)(=O)=O
    -10, ., -22, 0, -3, -2, -0.1, 2, 1.7
Cc1cc(Cl)c(OCCOCCN2CCCC(C)C2)c(Br)c1 (stereo not given)
    i, 0.7, 0, -3, 10, 0, -0.2, -2, -0.6
O=S1(=O)CC(N2CCN(Cc3ccccc3F)CC2)CN1Cc1cn(Cc2ccccc2)nn1 (stereo not given)
    ., -0.5, ., 1, ., -3, -0.4, ., .
CCOC(=O)c1sc(=NC(=O)c2ccc(Cl)s2)n(C)c1C
    i, -0.5, 8&-2, -3, 3, 2, -0.2, 0, 1.6
CC1(C)CC(=O)C=C(NCCN2CCN(C(=S)NC3CCCCC3)CC2)C1
    i, 0.7, -9, -1, -1, ., ., 1, -1.7
Cn1c(=O)[nH]c(=O)c2c1nc(Br)n2CCSc1ncccn1
    -1.5, ., -2, -6, 3, -4, 0.5, -2, 0.0
COc1cccc(NC(=O)c2sc3nc(N4CCOCC4)c4c(c3c2N)CCCC4)c1
    i, 0.9, 1, 3, -6, -4, 0.5, 2, -0.9
Cc1oc(-c2ccccc2Cl)nc1CS(=O)CC(=O)NCc1ccc(Cl)cc1 (stereo not given)
    i, 3.3, -20, -1, 38, 0, 0.3, 1, 4.8
CC(=O)N1CCCc2ccc(NS(=O)(=O)c3ccccc3)cc21
    i, 2.0, 4, 2, -10, 0, 5.8, ., -1.0
COc1ccc(CN(C(=O)c2ccc(C)cc2)C2CCS(=O)(=O)C2)cc1 (stereo not given)
    -0.9, -0.3, -9, 0, -5, -1, 0.5, 1, -0.3
Cn1c(=O)nc2n(Cc3ccccc3)c3cccc(Cl)c3cc-2c1=O
    i, ., -17, 2, 7, 10, 7.2, 4, 0.5
COc1ccccc1CC1(C)NC(=O)N(CC(=O)Nc2cc(C)on2)C1=O (stereo not given)
    -2.1, ., -20, -3, -2, 2, 0.1, 1, 3.9
Cc1ccc(C2C3=C(CC(C)(C)CC3=O)N=C3c4ccccc4C(=O)C32)cc1 (stereo not given)
    6.8, ., 49, -22, -9, -4, -0.4, 7, 1.5
Cc1cc(C)c(NC(=O)C2CCCN2CCO)c(C)c1 (stereo not given)
    -0.4, ., -16, -3, -5, -6, -3.4, -3, -0.3
O=C(CCc1ccc(S(=O)(=O)N2CCOCC2)cc1)Nc1ccccc1F
    3.1, -0.7, -4, 13, 2, 9, 0.5, ., -0.5
COc1ccc(CCNC(=O)COc2ccc([N+](=O)[O-])cc2)cc1
    -0.2, 0.4, -21, -7, 6, -5, 0.1, 4, -1.2
COc1ccc(C(=O)N2CCCC(CO)C2)cc1OC1CCN(C(C)C)CC1 (stereo not given)
    i, 1.0, ., 2, 8, -6, -0.4, ., .
Cc1ccc(Cn2c(=O)n(-c3ccccc3)c(=O)c3ccc(C(=O)NCc4ccco4)cc32)cc1
    -0.6, -1.7, -2, -5, 5, -8, -1.1, 0, -0.1
COc1ccc(-c2[nH]ncc2-c2nc(C)cs2)c(O)c1
    -0.6, 1.2, -9, 4, 17, -8, -0.2, 0, 2.6
COc1ccc(O)c(/C=N/NS(=O)(=O)c2ccc(C)cc2)c1
    -0.7, 2.1, ., -11, 3, -8, -1.0, 0, -0.6
O=C(OCC(=O)N1CCC(Cc2ccccc2)CC1)c1cncc(Br)c1
    -0.2, 0.7, 2, -1, 17, 23, 8.6, ., 0.3
C[C@H](CO)N1C[C@H](C)[C@@H](CN(C)Cc2ccc(-c3ccccc3)cc2)Oc2ccc(NC(=O)Cn3cnnn3)cc2C1=O
    -0.2, 1.7&0.5, 3, 1, 23, -3, 0.1, ., -0.3
C#Cc1ccc([C@@H]2C=C(C(=O)OCC=C)O[C@H](OCCCCO)C2)cc1
    -0.4, 0.5, 1, 2, 1, -2, 0.3, 5, 0.4
CCOC(=O)c1c(NC(=O)c2cc3n(n2)C(C(F)(F)F)CC(c2ccccc2)N3)sc(C)c1C (stereo not given)
    -0.5, 0.6, -2, 5, 0, -4, 0.3, -4, ?
C=CCn1cc(/C=C2\SC(N3CCOCC3)=NC2=O)c2ccccc21
    -0.6, 2.4, 2, -15, 3, ., ., 0, .
O=C(O)Cc1ccc(NC(=O)Nc2cccc3ccccc23)cc1
    i, 2.6, 0, 4, 2, 1, -3.2, 5, -1.1
COc1ccc(C(=O)NCC(c2cccs2)N2CCc3ccccc32)c(OC)c1 (stereo not given)
    i, 5.6, 28, 4, ?, 0, 2.0, ., -0.5
COc1ccc(NC(=O)C#Cc2ccccc2)cc1OC
    -0.4, 1.2, -4, -3, -11, 11, 0.8, 0, -1.1
COc1ccc(S(=O)(=O)NC(C)C(=O)NCc2ccccn2)cc1Cl (stereo not given)
    -0.5, 0.8, -4, 4, -2, -3, 0.1, 1, -0.8
CCc1ccc(CNc2ccc3c(c2)ncn3C)cc1
    -2.7, -9.5, 14, 8, 6, -3, 3.8, 4, 2.5
O=C(CNC(=O)c1ccccc1Br)N/N=C/c1ccc(O)cc1
    -0.5, 13*, ., 1, 2, -3, -0.7, 0, 0.0
O=C(CCCCCN1C(=O)CCC1=O)Nc1ccc(Br)cc1F
    -0.4, ., -10, 9, -3, 2, 0.5, 3, -1.8
COCCCNC(=O)Cn1cc(/C=C(\C#N)C(=O)NC2CC2)c2ccccc21
    -0.3, 1.8, -4, -10, 4, -11, 3.9, -6, -0.2
Cn1c(COc2ccccc2)nnc1SCC(=O)NCc1ccccc1
    i, 1.7, 2, -5, -1, 0, 0.1, -6, -1.9
COc1ccc([C@H]2CC(=O)C=C(c3ccc(Oc4ccccc4)cc3)C2)cc1OC
    i, 2.3, 1, -13, 1, 5, -0.5, ., 0.1
COc1ccccc1-c1cnnc(N/N=C/c2ccc(-c3cccc(Br)c3)o2)n1
    -0.7, ., ., -4, 3, -9, 1.2, -3, -0.7
Cc1ccc(Nc2ncc(C(=O)NCCCN3CCN(C)CC3)c3ccccc23)cc1Cl
    -0.4, 3.6, -11, -14, -30, -6, -0.8, -2, 0.2
NC(=O)OCCCc1ccccc1
    0.3, 0.0, -15, 6, 14, -5, 1.5, ., -0.3
CC1(C)CC2CC(C)(CN2S(=O)(=O)c2cccc(C(=O)OCC(=O)NC(N)=O)c2)C1 (stereo not given)
    0.6, 1.8, 4, -15, 16, ?, ?, ., -0.2
COc1cccc(NC(=O)C2(C)CCN2C(=O)Cc2cccc3ccccc23)c1 (stereo not given)
    -0.4, 0.5, ., 4, 26, -1, -0.4, ., .
COc1cccc(C2(O)CCSCC2CN(C)C)c1 (stereo not given)
    -0.5, 0.2, 0, -8, 3, 4, 1.5, 0, 0.0
O=c1[nH]c(=O)n(-c2ccc(Br)cc2)c(O)c1C=NCCN1CCCCC1
    i, 0.0, -2, 6, -3, 8, 0.1, 2, -0.2
CC(C)(C)OC(=O)C[C@@H]1C/C=C\C[C@H](CC(=O)N(CCO)Cc2ccccc2)C(=O)N[C@H](Cc2ccccc2)COC1=O
    -0.5, 1.7, 7, 4, 7, -8, 0.5, ., 2.2
CS(=O)(=O)N(Cc1ccc(C(=O)NC2CCCC2)cc1)c1ccccc1
    -0.1, -6.4, -6, 3, 1, -1, 0.2, -6, -1.3
Cc1ccc(-c2nn(-c3ccccc3)cc2C(=O)Nc2ccc(C(=O)O)cc2)cc1
    0.4, 1.5, -9, -5, 7, 2, -0.2, 8, -0.6
CCOc1ccccc1Nc1nnc(SCC(=O)N(C)C2CCS(=O)(=O)C2)s1 (stereo not given)
    i, -1.3, -1, 2, 5, -5, -0.2, ., -0.7
Cc1cccc(NS(=O)(=O)c2cc3c4c(c2)CC(=O)N4CCC3)c1C
    2.9, -0.5, -3, 2, 7, -2, 1.0, 2, 0.0

# In the list so far, these have a Cl atom:
# Order of results: Vc quorum ag, TcdB inh, PriA SSB inh, PrPC surface inh, Yp Topo-I inh, Anthrax LF inh2, BoNT-A LC inh2, 3CLpro inhibitor, PfHsp40 yeast
O=C(CCC(=O)N1CCN(c2ccc(F)cc2)CC1)c1ccc(Cl)cc1
    -0.9, 1.1, 4, 10, 20, -1, 1.3, 1, -1.1
CN(Cc1ccccc1)C(=O)Nc1c(Cl)cccc1Cl
    ., 0.1, ., -3, ., -3, 0.6, ., .
Cc1cc(Cl)c(OCCOCCN2CCCC(C)C2)c(Br)c1 (stereo not given)
    i, 0.7, 0, -3, 10, 0, -0.2, -2, -0.6
CCOC(=O)c1sc(=NC(=O)c2ccc(Cl)s2)n(C)c1C
    i, -0.5, 8&-2, -3, 3, 2, -0.2, 0, 1.6
Cc1oc(-c2ccccc2Cl)nc1CS(=O)CC(=O)NCc1ccc(Cl)cc1 (stereo not given)
    i, 3.3, -20, -1, 38, 0, 0.3, 1, 4.8
Cn1c(=O)nc2n(Cc3ccccc3)c3cccc(Cl)c3cc-2c1=O
    i, ., -17, 2, 7, 10, 7.2, 4, 0.5
COc1ccc(S(=O)(=O)NC(C)C(=O)NCc2ccccn2)cc1Cl (stereo not given)
    -0.5, 0.8, -4, 4, -2, -3, 0.1, 1, -0.8
Cc1ccc(Nc2ncc(C(=O)NCCCN3CCN(C)CC3)c3ccccc23)cc1Cl
    -0.4, 3.6, -11, -14, -30, -6, -0.8, -2, 0.2
